XBP1 UPR activ – adaptive UPR (XBP1) activation | CHO-XBP1 luciferase reporter, IRE1-XBP1 UPR activation, luminescence; percent of tunicamycin response, DMSO as zero | activation, % at 20 µM | actives 0.33% (n = 330,000) | AID 463104;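 active = versus positive control, 20 µM dose yields 30% or more activation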;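 also: 100% = tunicamycin at 10 µg/mL and 0% = DMSO only wells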
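Material: CHO cell line with stable XBP1 luciferase reporter; schedule: 16-18 h cell attachment at 37 °C, then 6 h compound exposure; signal: glow luminescence from Steady-Glo reagent; medium: serum-containing F12 medium, 10% FBS; benchmarks: tunicamycin 10 µg/mL and vehicle-only wells; read-out: percent activation relative to tunicamycin reference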
tim23-1 inh – growth inhibitors of tim23-1 mutant yeast; inhibition, % at 20 µM; actives 1.3% (n = 330,000); S. cerevisiae tim23-1 growth, BacTiter-Glo luminescence, 24 h;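 active = growth inhibition of the mutant yeast at or above 50%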;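 also: temperature-sensitive mutant grown at 25 °C; plate controls were DMSO-treated mutant yeast for no effect and medium wells lacking yeast for full effect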
tim10-1 inh – growth inhibitors of tim10-1 mutant yeast; S. cerevisiae tim10-1 ts strain growth, BacTiter-Glo, 24 h; inhibition, % at 20 µM; actives 2.2% (n = 330,000); AID 463190;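 active = inhibition of at least 40%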;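 also: mutant grown at 25 °C; 0% = DMSO wells with yeast and 100% = wells holding no yeast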
CHOP UPR activ – activators of apoptotic arm of unfolded protein response (CHOP); activation, % at 10 µM; CHO-CHOP luciferase reporter, UPR activation, luminescence; percent of tunicamycin response over DMSO baseline; actives 0.34% (n = 330,000); AID 449763;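 active = at 10 µM dose, activation of 40% or more, normalized to positive control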;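 also: 100% = tunicamycin at 10 µg/mL and 0% = DMSO alone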
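System: CHO CHOP reporter cells. Amount: 500 cells per well. Buffer or medium: F12 medium, 10% FBS. Compound dosing: one dose, 10 µM in 0.5% DMSO. Incubation: 6 h compound exposure at 37 °C after overnight seeding. Technique: Steady-Glo luciferase luminescence. Benchmarks: tunicamycin and DMSO controls.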
697 NFkB inh – inhibitors of the PMA/ionomycin-induced NF-kB reporter in 697 B cells | 697 B-cell NF-kB luciferase reporter, 16 h | inhibition, % at 4 µM | actives 0.33% (n = 330,000); in the data active = inhibition above about 35%
TIM10 inh – growth inhibitors of TIM10 yeast strain; S. cerevisiae TIM10 strain growth, BacTiter-Glo luminescence, 24 h; actives 1.4% (n = 330,000); inhibition, % at 10 µM;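 active = inhibition of 40% or more at the single tested concentration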;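 also: wild-type TIM10 isogenic control strain grown at permissive 25 °C; 0% = DMSO yeast wells and 100% = minimal medium wells without yeast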
Mdm2 MdmX PPI – inhibitors of human Mdm2/MdmX interaction; O15151+Q00987; SaOS-2 split-luciferase Mdm2/MdmX complementation, luminescence; inhibition, % at 8 µM; actives 3% (n = 330,000);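 active = inhibition of at least 50% at 8 µM in the primary screen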
Target sequence (O15151 whole entry, looked up): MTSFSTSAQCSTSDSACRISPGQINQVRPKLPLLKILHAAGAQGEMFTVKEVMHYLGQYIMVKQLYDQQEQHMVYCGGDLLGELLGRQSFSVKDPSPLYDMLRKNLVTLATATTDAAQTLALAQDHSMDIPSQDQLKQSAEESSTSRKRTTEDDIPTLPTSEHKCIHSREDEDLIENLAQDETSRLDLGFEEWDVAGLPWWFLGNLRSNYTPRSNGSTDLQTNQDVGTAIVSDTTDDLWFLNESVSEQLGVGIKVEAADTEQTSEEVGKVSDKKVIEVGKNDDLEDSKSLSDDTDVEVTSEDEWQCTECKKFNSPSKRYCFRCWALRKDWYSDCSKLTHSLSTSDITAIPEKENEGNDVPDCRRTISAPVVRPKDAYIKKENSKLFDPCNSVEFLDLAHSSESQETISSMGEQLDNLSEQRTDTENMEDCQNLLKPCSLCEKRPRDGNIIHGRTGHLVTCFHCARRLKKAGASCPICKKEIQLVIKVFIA
Target sequence (Q00987 whole entry, looked up): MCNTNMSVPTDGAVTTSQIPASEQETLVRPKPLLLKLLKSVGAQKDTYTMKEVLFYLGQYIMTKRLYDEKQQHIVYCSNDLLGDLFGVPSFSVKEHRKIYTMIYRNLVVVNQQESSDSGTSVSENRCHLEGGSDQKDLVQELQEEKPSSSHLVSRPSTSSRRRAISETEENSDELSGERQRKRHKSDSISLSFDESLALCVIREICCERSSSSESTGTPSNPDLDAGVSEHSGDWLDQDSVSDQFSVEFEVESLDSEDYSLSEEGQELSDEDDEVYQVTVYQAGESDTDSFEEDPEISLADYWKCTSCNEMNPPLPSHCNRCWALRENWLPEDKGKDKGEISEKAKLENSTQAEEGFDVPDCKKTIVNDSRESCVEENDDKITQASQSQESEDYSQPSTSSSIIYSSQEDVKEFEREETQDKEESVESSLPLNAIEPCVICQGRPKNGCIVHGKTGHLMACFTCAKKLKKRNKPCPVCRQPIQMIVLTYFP
Jurkat NFkB inh – inhibitors of the PMA/ionomycin-induced NF-kB reporter in Jurkat cells | actives 0.53% (n = 330,000) | inhibition, % at 4 µM | AID 435003 | PMA/ionomycin-induced NF-kB luciferase reporter, luminescence; in the data active = inhibition above about 50%
* hit, by the source's call.

mol	XBP1 UPR activ	tim23-1 inh	tim10-1 inh	CHOP UPR activ	697 NFkB inh	TIM10 inh	Mdm2 MdmX PPI	Jurkat NFkB inh
COC(=O)CSc1nnc(-c2ccc(OC)c(OC)c2)o1	-4	3	-6	0.9	4	-7	14	-27
CC(Sc1ccc(Cl)cc1)C(=O)Nc1ccccc1C(=O)N1CCOCC1 (stereo unspecified)	-2	19	-8	0.1	30	0	2	4
COc1ccc(N(C(=O)c2cccnc2)S(=O)(=O)c2ccc(Cl)cc2)cc1	-2	18	26	0.3	28	9	24	-1
NC(=O)c1sc2nc3c(c(-c4ccccc4)c2c1N)CCC3	6	7	41*	-1.1	6	17	57*	3
Cc1cccc(N2CCN(C(c3ccc(N(C)C)cc3)c3nnnn3C(C)(C)C)CC2)c1C (stereo unspecified)	4	0	32	9.5	24	14	24	20
CCOCCOC(=O)COc1ccc2c(-c3ccccc3)cc(=O)oc2c1	0	20	24	1.3	-18	3	-7	1
O=C(OCCOc1ccc(Br)cc1)c1cnccn1	0	10	3	-0.5	-12	-11	5	-15
COc1cc(C(=O)NCc2nnc(SCC(=O)Nc3cccc(C)c3)o2)cc(OC)c1OC	-1	20	9	-1.0	17	5	6	2
O=C(Nc1ccc(-c2ccccc2)cc1)c1ccccc1	-4	24	17	-0.4	9	12	24	-8
CCCCC1(C)OC(=O)C(=Cc2c[nH]c3ccccc23)C(=O)O1 (stereo unspecified)	-1	-10	7	0.0	9	1	-5	14
CCOC(=O)C1CCN(c2c(Nc3ccc4c(c3)OCCO4)c(=O)c2=O)CC1	-5	3	-5	-6.0	-26	-4	17	19
CC1(C)CNC(=O)c2sc(NC(=O)CN3CCOCC3)nc2C1	1	1	2	-1.2	2	-4	-1	-2
CC(C)(C)OC(=O)CN1C(=O)C(Sc2n[nH]c(-c3ccccc3)n2)CCc2ccccc21 (stereo unspecified)	-4	39	23	0.5	5	37	29	10
Cc1ccc(NC(=O)CSCC(=O)N(C)CC(=O)Nc2cccc(F)c2)cc1	0	19	21	0.5	-6	-6	29	-9
CC1CCCN(C(C(=O)Nc2ccc3c(c2)OCCO3)c2ccccc2)C1 (stereo unspecified)	1	22	20	0.0	-29	13	7	-15
CN1CCN(/N=C/c2ccc(C#N)cc2)CC1	0	5	-1	1.6	10	-1	7	-12
COc1ccc(C)cc1NC(=O)c1ccc(S(=O)(=O)N2CCCCC2)cc1	-2	33	29	-2.3	7	4	23	8
CCCn1c(=O)c2c(nc3n2CCCN3CCc2ccc(OC)c(OC)c2)n(C)c1=O	-3	16	19	1.2	-5	6	9	-1
COc1ccc(C(=O)NC(=S)Nc2ccc3[nH]c(=O)[nH]c3c2)c(OC)c1	-3	1	-2	5.6	-14	-15	20	-29
Cc1c(Cl)c(C(=O)NNC(=S)Nc2ccc(F)cc2)nn1C	5	6	26	1.2	-35	3	-18	-15
CC(C)CCN1CC(C(=O)NCc2ccccc2)CC1=O (stereo unspecified)	-1	14	6	2.2	14	4	-34	0
COC(=O)CSc1nnc(CNS(=O)(=O)c2ccc(C)cc2)n1C	-4	4	0	-1.1	5	6	-12	-4
COCCn1c(Cc2cccn2C)nnc1SCC(=O)NCc1ccc2c(c1)OCO2	-1	10	-4	-0.7	-4	3	6	-14
O=C(CSc1nnc(-c2ccccc2F)n1C1CC1)Nc1ccc2[nH]c(=O)[nH]c2c1	-2	-24	-11	-0.3	4	-24	18	-4
COc1ccccc1CNC(=O)N1CCN(c2ccccc2Cl)CC1	-6	-4	1	1.0	8	-19	-2	-2

Individual results from the entries so far:
COc1ccccc1CNC(=O)N1CCN(c2ccccc2Cl)CC1 @ CHOP UPR activ = 1.0
Cc1ccc(NC(=O)CSCC(=O)N(C)CC(=O)Nc2cccc(F)c2)cc1 @ TIM10 inh = -6
COC(=O)CSc1nnc(-c2ccc(OC)c(OC)c2)o1 @ CHOP UPR activ = 0.9
O=C(CSc1nnc(-c2ccccc2F)n1C1CC1)Nc1ccc2[nH]c(=O)[nH]c2c1 @ Jurkat NFkB inh = -4

Carrying on:
mol	XBP1 UPR activ	tim23-1 inh	tim10-1 inh	CHOP UPR activ	697 NFkB inh	TIM10 inh	Mdm2 MdmX PPI	Jurkat NFkB inh
CC(C)C[C@@H]1NC(=O)N(CCCn2ccnc2)C1=O	-1	7	-17	-2.1	17	8	9	5
O=C(Nc1ccccc1-c1nc2ccccc2[nH]1)c1ccc(N2C(=O)CCC2=O)cc1	2	1	3	5.9	-46	-4	28	-16
CS(=O)(=O)c1ccc2nc(NC(=O)Nc3ccc(Cl)c(Cl)c3)sc2c1	15	3	5	6.4	3	18	54*	-7
C=CCn1c(SCC(=O)c2ccc(Cl)cc2)nnc1-c1ccc2c(c1)OCO2	-2	-12	36	-3.3	-10	13	-15	0
COc1cccc2sc(N(CCCN(C)C)C(=O)CCS(=O)(=O)c3ccccc3)nc12	-9	13	13	-10	26	10	74*	28
CCn1nc(C(=O)Nc2cccc(S(=O)(=O)N3CCCC3)c2)c2ccccc2c1=O	2	9	4	0.6	8	0	32	4
Cc1ccc(S(=O)(=O)N(C)c2ccc(C(=O)N3CCC(C(N)=O)CC3)cc2)cc1	-4	5	-5	1.6	-35	6	12	-10
Cc1cc(C)c2nc(SC(C)C#N)cc(C)c2c1 (stereo unspecified)	0	4	7	-1.6	12	-3	0	7
CCn1c(=O)cc(SCC(=O)N2CCCCC2)c2ccccc21	2	11	15	-0.9	58*	15	42	24
COc1cccc(CNC(=O)C2CCCN(S(=O)(=O)c3cnc[nH]3)C2)c1 (stereo unspecified)	-2	9	-1	-1.6	5	3	15	-3
O=C(O)c1ccc(NS(=O)(=O)c2ccc(Cl)c(C(=O)Nc3ccccc3[N+](=O)[O-])c2)cc1	-2	-11	-11	2.6	3	-2	14	12
Cc1cc(=O)oc2cc(NC(=O)C(C)N3C(=O)C4CCCCC4C3=O)ccc12 (stereo unspecified)	-2	5	-2	-1.3	22	3	-10	-6
COc1ccccc1C/C(N)=N/OC(=O)c1cccc([N+](=O)[O-])c1C	2	78*	46*	2.0	-17	83*	57*	-1
COc1ccc2nc(/N=C\N(C)C)sc2c1	1	-6	5	3.6	15	-6	10	-10
CCOc1ccc(C(=O)NCC(=O)N2CCC3CCCCC3C2)cc1OCC (stereo unspecified)	1	23	8	0.5	10	3	13	9
Cc1ccc(-n2ncc3c2CCCC3NC(=O)c2ccccc2N2CCOCC2)cc1C (stereo unspecified)	-4	14	37	0.2	-4	-14	23	-8
O=C(N/C(=C\c1ccco1)C(=O)N1CCCC(CO)C1)c1ccccc1 (stereo unspecified)	1	0	-4	1.1	17	-3	0	19
COC(=O)c1ccccc1Nc1cc(C)nc2nc(C)nn12	1	-7	-14	0.2	-4	-4	13	7
CCc1ccc(N2CC(C(=O)OCC(=O)NNC(=O)c3ccccc3)CC2=O)cc1 (stereo unspecified)	-2	5	-6	-0.8	16	-7	3	1
O=C(CN1C(=O)CSCC1=O)NCc1ccc(F)cc1	1	2	11	2.0	-13	7	-33	-19
Cc1cc(NC(=O)CSc2ncnc3c2cnn3-c2cccc(Cl)c2)no1	0	-2	1	0.0	14	-40	-5	-4
COc1ccccc1CNC(=O)COC(=O)c1ccc2c(=O)n3c(nc2c1)CCCCC3	2	17	15	2.3	-1	-2	-17	-4
Cc1ccc(CNS(=O)(=O)c2ccc(-c3cnc(C4CC4)o3)cc2)cc1	-3	45	27	-1.6	-17	28	13	-6
NS(=O)(=O)c1ccc(NC(=O)COC(=O)c2cccc(S(=O)(=O)N3CCCC3)c2)cc1	-3	0	-4	0.3	16	-27	-31	-3
O=C1CC2(CCCCC2)Oc2ccc(O)cc21	-2	-6	5	-1.5	13	-5	-1	-5
COc1ccc(OCCSc2nc(N)cc(N)n2)cc1	0	7	15	4.3	-43	18	-81	-45
O=C(CN1CCC(n2nnc3cc(C(F)(F)F)ccc32)CC1)NNC(=O)c1ccco1	2	7	-1	-2.0	24	-4	3	4
CCOc1cc(/C=N\NC(=O)CN2CCOCC2)ccc1OCc1ccc(F)cc1	4	3	-2	0.9	20	3	-23	-3

7 entries already listed, sorted by formula weight, rising.
mol	XBP1 UPR activ	tim23-1 inh	tim10-1 inh	CHOP UPR activ	697 NFkB inh	TIM10 inh	Mdm2 MdmX PPI	Jurkat NFkB inh
Cc1cc(C)c2nc(SC(C)C#N)cc(C)c2c1 (stereo unspecified)	0	4	7	-1.6	12	-3	0	7
O=C(CN1C(=O)CSCC1=O)NCc1ccc(F)cc1	1	2	11	2.0	-13	7	-33	-19
Cc1ccc(CNS(=O)(=O)c2ccc(-c3cnc(C4CC4)o3)cc2)cc1	-3	45	27	-1.6	-17	28	13	-6
COc1cccc(CNC(=O)C2CCCN(S(=O)(=O)c3cnc[nH]3)C2)c1 (stereo unspecified)	-2	9	-1	-1.6	5	3	15	-3
O=C(Nc1ccccc1-c1nc2ccccc2[nH]1)c1ccc(N2C(=O)CCC2=O)cc1	2	1	3	5.9	-46	-4	28	-16
CCOc1cc(/C=N\NC(=O)CN2CCOCC2)ccc1OCc1ccc(F)cc1	4	3	-2	0.9	20	3	-23	-3
COc1ccccc1CNC(=O)COC(=O)c1ccc2c(=O)n3c(nc2c1)CCCCC3	2	17	15	2.3	-1	-2	-17	-4

Ordered by the number under 697 NFkB inh (high to low): some entries from above.
SMILES | 697 NFkB inh
O=C(O)c1ccc(NS(=O)(=O)c2ccc(Cl)c(C(=O)Nc3ccccc3[N+](=O)[O-])c2)cc1 | 3
COc1ccccc1C/C(N)=N/OC(=O)c1cccc([N+](=O)[O-])c1C | -17
O=C(Nc1ccccc1-c1nc2ccccc2[nH]1)c1ccc(N2C(=O)CCC2=O)cc1 | -46
